Screening results (PubChem)
PABP1 MLLE inh: inhibitors of PABP1 MLLE–PAM2 peptide binding, primary screen, biochemical, fluorescence polarization, FITC-PAM2, GST-MLLE | Polyadenylate-binding protein 1 (Homo sapiens), P11940 | inhibition, % at 20 µM | 360,000 compounds, 0.36% hits | AID 588489, 2011; in the data active = inhibition above about 35%, passing the limit was not always enough;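 note: plate controls were DMSO wells with GST-MLLE for no effect and wells lacking GST-MLLE protein for full effect; some results filed as inactive read as strong as hits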
FAS TE block: FAS thioesterase domain inhibitors, primary screen, biochemical, fluorescence intensity, uHTS | Fatty acid synthase (Homo sapiens), P49327 | recombinant FAS-TE, OMFH fluorogenic substrate, fluorescence endpoint | inhibition, % at 15 µM | 360,000 compounds, 0.67% hits | AID 602261, 2012;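 active = compounds whose normalised, plate-corrected inhibition of enzyme fluorescence in the single-dose primary screen is 50% or more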;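 note: 0% = DMSO with enzyme and 100% = substrate without enzyme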
CendR NRP1 mod: modulators of CendR peptide binding to NRP-1, primary screen, biochemical, fluorescence polarization, uHTS; Neuropilin-1 (Homo sapiens), O14786; FAM-RPARPAR peptide binding to NRP-1; inhibition, % at 25 µM; 360,000 compounds, 0.85% hits; AID 602438, 2012;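 active = inhibition or corrected inhibition above about 18%, plus a signal ratio from 0.5 to 1.5, limit read from the data, passing the limit was not always enough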; note: strong numbers were not always called active
Target sequence (O14786 whole entry, looked up): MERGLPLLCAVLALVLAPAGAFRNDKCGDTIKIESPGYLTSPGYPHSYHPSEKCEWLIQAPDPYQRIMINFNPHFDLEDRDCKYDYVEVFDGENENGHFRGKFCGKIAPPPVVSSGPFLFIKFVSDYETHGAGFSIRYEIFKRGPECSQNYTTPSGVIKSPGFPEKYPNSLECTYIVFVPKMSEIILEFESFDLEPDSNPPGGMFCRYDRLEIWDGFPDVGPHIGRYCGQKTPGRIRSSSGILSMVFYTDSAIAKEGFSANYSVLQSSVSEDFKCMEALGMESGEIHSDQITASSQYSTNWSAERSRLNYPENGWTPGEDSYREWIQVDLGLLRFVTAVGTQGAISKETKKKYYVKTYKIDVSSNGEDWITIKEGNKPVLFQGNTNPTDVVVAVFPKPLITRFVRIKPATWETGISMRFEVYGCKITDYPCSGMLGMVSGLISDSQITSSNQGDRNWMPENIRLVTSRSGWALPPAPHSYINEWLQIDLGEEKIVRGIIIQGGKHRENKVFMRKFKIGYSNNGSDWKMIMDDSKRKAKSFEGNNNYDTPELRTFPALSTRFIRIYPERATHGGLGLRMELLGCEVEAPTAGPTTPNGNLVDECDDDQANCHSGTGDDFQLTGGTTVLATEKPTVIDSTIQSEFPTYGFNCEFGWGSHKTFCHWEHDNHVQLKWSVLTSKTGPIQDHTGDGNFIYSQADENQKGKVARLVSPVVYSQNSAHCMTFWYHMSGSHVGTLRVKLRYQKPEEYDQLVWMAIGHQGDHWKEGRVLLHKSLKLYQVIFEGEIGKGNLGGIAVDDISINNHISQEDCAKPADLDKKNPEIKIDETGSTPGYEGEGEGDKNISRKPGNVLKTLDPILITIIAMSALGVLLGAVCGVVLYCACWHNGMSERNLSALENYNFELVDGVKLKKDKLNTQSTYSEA
MsrA inhibitor: bovine MsrA enzyme inhibitors, primary screen, biochemical, absorbance, HTS | Methionine sulfoxide reductase A (Bos taurus) | purified bovine MsrA, absorbance read-out | inhibition, % at 15.5 µM | 360,000 compounds, 0.75% hits | AID 651718, 2012; in the data active = inhibition above about 4.5%;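 note: 0% = vehicle wells with enzyme and 100% = reference inhibitor wells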
Tb MetRS inh: T. brucei MetRS inhibitors, primary screen, biochemical, luminescence; methionyl-tRNA synthetase (Trypanosoma brucei brucei); 360,000 compounds, 0.4% hits; purified T. brucei MetRS, ATP depletion, Kinase-Glo luminescence; AID 624268, 2012; inhibition, % at 11.9 µM;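 active = inhibition above a per-plate cutoff of the control wells' mean inhibition plus 3 SD, cut at about 5.5% in these data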;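 note: 0% = DMSO wells median and 100% = median of wells with control inhibitor compound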
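Test system: purified T. brucei MetRS enzyme. Also added: ATP, methionine and E. coli bulk tRNA substrates. Compound: 11.9 µM single point. Schedule: 15 min enzyme-compound preincubation, 2 h reaction, 10 min detection, 25 °C. Signal: luciferase luminescence of residual ATP, Kinase-Glo. Evaluation: percent inhibition versus plate control medians. Controls: DMSO wells, low control.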
SKN-1 inh: suppressors of acrylamide-induced Pgst-4::GFP reporter in worms, primary screen, SKN-1 inhibitor project, whole organism, uHTS, GFP/RFP fluorescence ratio, strain VP596; C. elegans VP596 Pgst-4::GFP/RFP ratio, 24 h; inhibition, % at 21.8 µM; 360,000 compounds, 0.49% hits; AID 624304, 2012;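 active = interference check ratio from 0.5 to 1.5 plus GFP to RFP signal ratio inhibition reaching or exceeding a fixed threshold, cut at about 30% in these data, passing the limit was not always enough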; note: some compounds called inactive have numbers as strong as hits
MsrA act: bovine MsrA enzyme activators, primary screen, biochemical, absorbance, HTS | 360,000 compounds, 0.3% hits | activation, % at 10.6 µM | Methionine sulfoxide reductase A (Bos taurus) | purified bovine MsrA, absorbance read-out | AID 602163, 2012; in the data active = activation above about 7.5%;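 note: 0% = vehicle and 100% = reference activator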
eLon inh: inhibitors of E. coli Lon protease, primary screen, biochemical, fluorescence polarization | P0A9M0 | purified E. coli Lon protease | inhibition, % at 7.94 µM | 360,000 compounds, 0.42% hits | AID 602123, 2011; in the data active = inhibition above about 13%, passing the limit was not always enough;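 note: 0% = enzyme with probe and DMSO and 100% = no enzyme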
MT1-MMP act inh: blockers of MT1-MMP proenzyme processing, primary screen, HT1080 RFP-PRO-GFP cells, GFP/RFP fluorescence; 360,000 compounds, 0.061% hits; GFP/RFP ratio fluorescence, overnight; percent of plate control window, DMSO zero; Matrix metalloproteinase-14 (Homo sapiens), P50281; GFP/RFP ratio change, % at 20 µM;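 active = GFP/RFP ratio change of at least 30% with cell ATP level not reduced by more than half and red fluorescence within 50% of control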; note: strong numbers were not always called active
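Assay system: HT1080 RFP-PRO-GFP cells | Dosing: 20 µM single dose, 1% DMSO | Incubation: Cells overnight before dosing, compound overnight, 37 °C, 5% CO2 | Evaluation: GFP/RFP fluorescence ratio | Control set: DMSO-only wells and HT1080 RFP-L50D-GFP cell wells as references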
* hit, by the source's call; · = not tested or not shown.

Values run as follows: PABP1 MLLE inh	FAS TE block	CendR NRP1 mod	MsrA inhibitor	Tb MetRS inh	SKN-1 inh	MsrA act	eLon inh	MT1-MMP act inh
- CCC(C)NC(=O)c1ccccc1NC(=O)C1COc2ccccc2O1 (stereo not given)
  -7	3	3	-1.1	-0.6	1	-4	4	1
- Cc1cc(C)cc(NS(=O)(=O)c2cc3[nH]c(=O)c(=O)[nH]c3cc2C)c1
  -22	18	-4	1.8	1.5	11	-4	-4	6
- CNS(=O)(=O)c1cccc(C(=O)NCC(c2cccs2)N(C)C)c1 (stereo not given)
  -7	-8	-7	-0.3	-0.8	-9	-5	-8	-3
- COC(=O)c1cn(C(=O)c2ccc(C)cc2C)c2ccccc12
  5	22	2	1.9	-2.0	-7	-10	-3	-9
- Cc1nc(-c2ccccn2)sc1C(=O)Nc1ccc(F)cc1F
  5	3	-14	1.7	0.2	3	-3	-13	4
- O=C(Nc1ccccc1)c1ccc(CSc2ncccn2)cc1
  -108	-5	0	-0.1	-0.6	13	-1	-3	3
- N=c1n(Cc2ccccc2)c2ccccc2n1Cc1ccccc1
  4	0	-3	-0.6	0.1	-1	-7	0	-5
- COc1ccc(C2CC(c3cccs3)=NN2C(=O)CSc2nc3ccccc3o2)cc1 (stereo not given)
  -4	21	9	1.3	-0.2	5	-3	-1	-1
- COc1nn(CC(=O)N2N=C(C)CC2(O)C(F)F)cc1[N+](=O)[O-] (stereo not given)
  -12	-8	12	-1.0	-0.6	-21	-6	0	-5
- Cc1ccc(Nc2n[nH]c(=S)s2)cc1
  15	-2	3	0.7	-0.1	1	4	-7	-3
- COc1cc(/C=C/C(=O)OCC(=O)Nc2cccc(F)c2)ccc1O
  7	7	-12	3.7	-0.1	3	-2	-3	-3
- Cc1cc(C)nc(NS(=O)(=O)c2ccc(NC(=O)CCN3C(=O)c4ccccc4C3=O)cc2)n1
  6	-12	4	0.3	-1.4	3	-10	-1	2
- COc1cccc(CNc2ccc3c(c2)ncn3C)c1OC
  -2	-2	-6	0.9	-0.1	-1	-4	-1	4
- Cc1ccc(C(=O)N[C@H](C(=O)N2CCN(c3ncccn3)CC2)C(C)C)cc1
  2	-9	-9	-0.6	0.2	20	-1	-9	-1
- CCOC(=O)c1ccc(NC(=S)NNC(=O)C2(C)CC2(Cl)Cl)cc1 (stereo not given)
  26	0	11	1.1	-0.5	-6	2	-11	14
- COC(=O)c1ccc(OCC(=O)N2CCCc3ccccc32)cc1
  -2	2	0	0.5	-0.6	-2	-4	-5	0
- Cc1sc2ncnc(N3CCC(C(=O)Nc4ccc(OC(F)F)c(Cl)c4)CC3)c2c1C
  -11	37	-11	0.5	0.5	-2	-1	3	2
- CCC(C)c1ccccc1NC(=O)c1cc(C)no1 (stereo not given)
  0	-1	7	-0.4	-0.7	14	-6	4	5
- COc1ccc(C(=O)N2CCSC2=S)cc1OC
  -3	-6	2	1.1	-1.1	-31	-10	9	-2
- CCCC(c1nnnn1Cc1ccc(OC)cc1)N1CCN(c2ccccc2)CC1 (stereo not given)
  -5	20	-4	-1.3	-1.0	1	-3	0	-2
- O=C(CCNS(=O)(=O)c1ccccc1)NNC(=O)c1cccc(Cl)c1
  4	-1	-19	1.2	-0.3	-3	-4	-21	-2
- COc1ccc2nc3c(nc2c1)CCCC3
  5	-6	-1	1.8	-0.4	-1	-4	-14	-2
- N=c1sccn1CC(=O)NC(c1ccccc1)c1ccccc1
  2	-9	12	-0.6	-1.0	4	-13	-1	9
- COC(=O)c1ccccc1S(=O)(=O)N1CCC(C(=O)NCc2ccccn2)CC1
  14	-6	-2	-0.2	0.2	-4	-1	6	8
- Cn1ncc2c(N3CCC(Cc4ccccc4)CC3)ncnc21
  -4	11	-7	-1.2	-0.6	10	-2	-1	0
- O=C(N/N=C/c1ccncc1)c1ccc(COc2cccc3cccnc23)cc1
  8	7	-4	2.4	-0.5	-1	-7	6	-4
- COc1ccccc1Cc1c(-c2cccc(Cl)c2)nc2c(C)cc(Br)cn12
  ·	15	-6	0.2	-1.0	-13	-8	-6	1
- COc1ccc(Br)cc1C(=O)Nc1ccc(NC(=O)c2ccco2)cc1
  -8	-4	-7	1.7	0.3	3	1	3	1
- COc1ccc(-c2[nH]ncc2CN2CCCOc3c(cccc3OC)C2)c(OC)c1
  -3	-1	8	-0.6	-0.3	-3	-3	1	-9
- C/C(=N\NC(=O)c1nnn(-c2nonc2N)c1-c1ccc2c(c1)OCO2)c1cccs1
  5	-4	1	1.7	-0.8	-10	-4	-3	0
- COc1ccccc1NC(=S)N(Cc1ccco1)Cc1cc2cc(C)ccc2[nH]c1=O
  -127	-7	-4	0.3	0.9	5	-3	-15	-13
- CC(=O)c1c(C)[nH]c2ccccc2c1=O
  -6	-7	-9	1.2	0.1	10	-3	-5	9
- CCc1nnc(NC(=O)C2CSC3(C)CCC(=O)N23)s1 (stereo not given)
  -2	-7	1	1.7	-0.5	5	-1	-6	0
- CCCC12CN3CC(C)(CN(C1)C3c1ccc(OC(C)C)cc1)C2=O (stereo not given)
  4	0	-7	0.6	-0.6	18	-5	0	-4
- CCOC(=O)c1cc(OC(=O)c2ccccc2)n(-c2ccccc2)n1
  -5	-9	-17	1.2	-0.8	0	-2	-2	0
- Cc1ccsc1/C=C1\SC(=S)N(CC2CCCO2)C1=O (stereo not given)
  0	25	0	-0.3	-0.9	22	-5	2	5
- CCOc1cc(C2C(C(=O)OC(C)C)=C(C)N=C3SCCC(=O)N32)ccc1OC(C)=O (stereo not given)
  -28	2	1	1.5	0.2	-6	-2	-7	-1
- CC(=O)c1cccc(NC(=O)C(C)OC(=O)CNC(=O)c2ccc(C)s2)c1 (stereo not given)
  -19	-3	15	-0.2	14*	1	-4	-8	-1
- CC1(C)CC(N(Cc2ccc(F)cc2)C(=O)c2ccc(F)cc2)CCO1 (stereo not given)
  -6	-6	3	-0.2	-1.4	-16	-7	-2	-3
- O=S(=O)(c1ccc(SCc2cccc(Cl)c2)nc1)N1CCCC1
  -7	44	-2	-0.5	0.1	3	-3	-10	4
- O=C(Nc1ccc(Br)cc1F)c1nc[nH]c1C(=O)N1CCc2ccccc2C1
  -19	15	4	-0.7	0.7	2	-6	7	6
- COc1ccccc1N(CC(=O)NC1CCCC1)C(=O)CNC(=O)c1cccs1
  0	-7	11	2.4	0.4	-5	0	-2	5
- CCCCn1c(N)c(N(CC(C)C)C(=O)C2CCCO2)c(=O)[nH]c1=O (stereo not given)
  -5	-2	-5	0.3	-0.5	-3	3	-21	2
- CCC(O)CNC(=O)CCc1nnc(C2(c3ccc(Cl)cc3)CCC2)o1 (stereo not given)
  -3	-3	-3	-0.1	-1.2	4	-7	5	-3
- COc1ccc(CCNS(=O)(=O)c2cccc([N+](=O)[O-])c2)cc1
  -10	11	-9	-1.2	-1.8	12	-7	0	3
- Cc1cc(Br)c2c(c1)C(O)(N1CCCCC1C)C(=O)N2 (stereo not given)
  14	-2	10	-0.7	-0.7	1	-6	-10	1
- COc1c(C)cccc1C(=O)NC(=S)Nc1ccccc1N1CCCC1
  20	23	14	0.6	0.0	-11	-2	-11	-3
- COc1ccc(/C=C/C(=O)NCCCc2ccccc2)cc1
  11	-10	0	-0.7	-0.2	-4	-8	6	-1
- Cc1cccc(CN2C(=O)[C@@H]3Cc4c([nH]c5ccccc45)C(C)(C)N3C2=O)c1
  -3	22	-9	-0.3	-0.2	2	-12	-5	13
- CCN(C(=O)COC(=O)CCS(=O)(=O)c1ccc(C)cc1)C1CCS(=O)(=O)C1 (stereo not given)
  0	-1	12	0.8	-0.4	6	-2	-5	0
- CN(C(=O)c1ccncc1)C1CCS(=O)(=O)C1 (stereo not given)
  -6	-7	-2	1.5	-0.5	7	-1	2	3
- Cc1cc(SCC#N)n2nc(C)c(-c3ccc(Cl)cc3)c2n1
  -8	14	-23	-0.1	-1.1	8	-3	-10	2
- CN1CCN(CC(O)Cn2c3ccccc3c3ccccc32)CC1 (stereo not given)
  0	-9	6	0.6	-0.7	12	-1	-8	-1
- O=C(c1cc(Cl)ccc1O)N1CCN(S(=O)(=O)Cc2ccccc2)CC1
  1	-5	4	1.7	-0.4	14	0	3	4
- Cc1ccc(NS(=O)(=O)c2ccc3c(c2)oc(=O)n3C)cc1
  -7	0	-13	-0.4	-0.3	7	-3	-8	3
- CC(C)n1ncc2c(C(=O)NCc3ccccc3CN(C)C)cc(C3CC3)nc21
  1	3	3	0.2	-0.1	8	-1	-4	1
- COc1ccc(C(=O)NC(=S)Nc2ccc(Cl)cn2)cc1OC
  19	12	-4	2.2	-0.3	3	0	2	-1
- NC(=O)C(=O)N/N=C/c1cccc(C(F)(F)F)c1
  2	-3	8	1.1	-0.2	3	-6	-8	0
- Cc1cc(C(=O)COC(=O)c2ccc(O)cc2)c(C)n1CC1COc2ccccc2O1 (stereo not given)
  -19	6	-3	2.2	-0.8	-6	-11	-5	-4
- Cn1c(=NCC(O)COc2ccccc2)sc2ccccc21 (stereo not given)
  -14	8	-2	0.2	-1.1	10	-3	8	4

Two consecutive records out of the list so far:
Values run as follows: PABP1 MLLE inh	FAS TE block	CendR NRP1 mod	MsrA inhibitor	Tb MetRS inh	SKN-1 inh	MsrA act	eLon inh	MT1-MMP act inh
- CCC(C)NC(=O)c1ccccc1NC(=O)C1COc2ccccc2O1 (stereo not given)
  -7	3	3	-1.1	-0.6	1	-4	4	1
- Cc1cc(C)cc(NS(=O)(=O)c2cc3[nH]c(=O)c(=O)[nH]c3cc2C)c1
  -22	18	-4	1.8	1.5	11	-4	-4	6

More results follow:
Values run as follows: PABP1 MLLE inh	FAS TE block	CendR NRP1 mod	MsrA inhibitor	Tb MetRS inh	SKN-1 inh	MsrA act	eLon inh	MT1-MMP act inh
- COc1ccc(CCC(N)=O)cc1OC
  25	-8	4	-0.8	1.0	-31	-12	-4	-4
- CC1COC(Cn2c3ccccc3c3ccccc32)O1 (stereo not given)
  5	11	-18	0.8	-0.4	8	-3	0	-2
- COc1cccc(OC)c1C(=O)Nc1ccc(N2CCN(C(=O)c3cccs3)CC2)cc1
  -14	-7	2	-0.6	-0.6	-3	-7	-1	-6
- CC(=O)NC1CCN(CC(=O)Nc2cccc([N+](=O)[O-])c2)CC1
  1	-3	-8	0.2	0.0	-3	-4	3	1
- CCOC(=O)c1cnn(-c2cc(C)nc3c(-c4ccccc4)c(C)nn23)c1N
  3	-8	17	-0.1	-0.2	13	-2	-2	4
